GRIN3A LBD mod = NR3A (human) ligand-binding domain modulation; NR3A LBD differential scanning fluorimetry, Tm shift; 0% = protein alone, 100% = glycine-bound protein; Tm shift relative to glycine control, % at 25 µM; 340,000 tested, 2.5% active;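 active means melting temperature shift of at least 10% of the positive control shift, at one fixed dose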
SENP6 block = blocks the human protease SENP6. inhibition, % at 10 µM. AID 2599. Recombinant SENP6 catalytic domain, aminoluciferin luminescence. Q9GZR1. 330,000 tested, 1.8% active;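 active means inhibition above about 50% at the single tested dose, limit read from the data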;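 further: plate controls were DMSO wells with enzyme for no effect and DMSO wells lacking enzyme for full effect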
PfGluPho inh = PfG6PD (Plasmodium falciparum) enzyme inhibition | PfGluPho enzyme, NADPH resazurin-diaphorase fluorescence | 350,000 tested, 0.78% active | AID 504690 | inhibition, % at 20 µM;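 active means inhibition reaching at least a set limit at 20 µM in the primary screen, cut at about 59% in these data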;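 further: 0% = DMSO wells with substrate and 100% = DMSO wells lacking glucose-6-phosphate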
ATG4B inh = blocks human ATG4B protease cleavage of LC3 substrate; inhibition, % at 8.33 µM; 340,000 tested, 0.51% active; AID 504462; Q9Y4P1; ATG4B cleavage of LC3-PLA2, NBD-HPC fluorescence, 1 h; in the data active means inhibition above about 40%
Target sequence (Q9Y4P1 whole entry, looked up): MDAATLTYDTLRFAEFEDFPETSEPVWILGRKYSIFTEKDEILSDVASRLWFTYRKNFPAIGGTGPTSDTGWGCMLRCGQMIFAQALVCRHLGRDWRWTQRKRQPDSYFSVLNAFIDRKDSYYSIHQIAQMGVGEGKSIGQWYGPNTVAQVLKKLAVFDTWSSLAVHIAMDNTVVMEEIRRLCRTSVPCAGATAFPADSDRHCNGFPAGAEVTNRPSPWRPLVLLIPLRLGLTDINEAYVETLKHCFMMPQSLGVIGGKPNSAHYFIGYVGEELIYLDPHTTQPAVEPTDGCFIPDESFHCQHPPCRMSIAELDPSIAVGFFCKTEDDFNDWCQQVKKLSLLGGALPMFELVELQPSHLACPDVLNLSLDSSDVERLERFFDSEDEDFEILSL
SENP8 inh = blocks human SENP8 cleavage of Nedd8 substrate | 360,000 tested, 0.64% active | recombinant SENP8, Nedd8 substrate fluorescence | inhibition, % at 20 µM | Q96LD8; in the data active means inhibition mostly above about 40%, no sharp cut-off; inactive means mostly below about 27%
Target sequence (Q96LD8 whole entry, looked up): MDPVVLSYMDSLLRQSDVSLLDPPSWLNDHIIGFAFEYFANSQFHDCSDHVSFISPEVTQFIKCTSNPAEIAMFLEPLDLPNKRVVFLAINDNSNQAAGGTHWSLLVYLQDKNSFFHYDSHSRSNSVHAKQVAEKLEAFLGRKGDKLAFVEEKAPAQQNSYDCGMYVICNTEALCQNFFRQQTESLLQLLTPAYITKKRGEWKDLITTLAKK
SENP7 block = SENP7 protease inhibition; AID 434973; recombinant SENP7, Z-RLRGG-aminoluciferin luminescence, 40 min; Q9BQF6; inhibition, % at 5 µM; 330,000 tested, 1.5% active;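 active means inhibition above about 50% at the single test dose, limit read from the data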;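 further: plate controls were DMSO with enzyme for no effect and no enzyme buffer wells for full effect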
Target sequence (Q9BQF6 706-1050 limits assumed): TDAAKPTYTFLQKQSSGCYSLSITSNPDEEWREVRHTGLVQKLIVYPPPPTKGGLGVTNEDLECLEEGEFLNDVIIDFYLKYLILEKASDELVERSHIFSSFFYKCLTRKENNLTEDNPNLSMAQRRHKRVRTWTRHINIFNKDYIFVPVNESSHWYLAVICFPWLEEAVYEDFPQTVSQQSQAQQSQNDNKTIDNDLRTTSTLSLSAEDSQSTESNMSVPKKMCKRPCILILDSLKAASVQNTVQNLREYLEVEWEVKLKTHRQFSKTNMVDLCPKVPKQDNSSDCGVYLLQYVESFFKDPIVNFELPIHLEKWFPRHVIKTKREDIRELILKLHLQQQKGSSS
MPTP block = inhibitors of mitochondrial permeability transition pore; 360,000 tested, 1.4% active; AID 602449; inhibition, % at 10 µM; isolated mouse mitochondria, Ca2+ swelling absorbance, 30 min;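 active means inhibition of 50% or more, scaled per plate between neutral and stimulator controls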;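 further: 0% = DMSO wells given calcium and 100% = 1 mM EGTA wells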
HKDC1 inhibitor = blocks human hexokinase HKDC1 activity | 340,000 tested, 0.16% active | Q2TB90 | recombinant HKDC1, G6PDH/diaphorase resazurin coupled fluorescence | inhibition, % at 20 µM;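 active means inhibition above about 35% when tested at 20 µM, limit read from the data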;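 further: plate controls were DMSO wells with enzyme for no effect and DMSO wells lacking enzyme for full effect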
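Assay system – recombinant HKDC1 (HK5) hexokinase enzyme, produced in-house · Input – HKDC1 at 5 µg/mL · Reagent – glucose plus 1 mM ATP as hexokinase substrates · Timing – 90 min reaction incubation at room temperature, dark · Measured by – G6PDH/diaphorase-coupled fluorescence, 1 mM NADP, 100 µM resazurin, 525/613 nm · Benchmarks – DMSO-enzyme wells negative, buffer-substituted wells positive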
An asterisk follows results filed as active; i = inactive; . = no result given. Outcome played no part in choosing rows; about 6.9% have a hit in one of these screens.

no. | Structure | GRIN3A LBD mod | SENP6 block | PfGluPho inh | ATG4B inh | SENP8 inh | SENP7 block | MPTP block | HKDC1 inhibitor
1 | O=C(Nc1ccc(N2CCCC2)cc1)c1ccc2ccccc2c1 | -5 | 8 | 25 | -7 | -7 | 1 | 1.5 | -7
2 | COc1ccc(Cl)cc1-c1nc(SCC(=O)N(C)CCC#N)n[nH]1 | -2 | 4 | 7 | -15 | 17 | -3 | -2.6 | -3
3 | Cn1c(=O)oc2cc(S(=O)(=O)N3CCCC(C(=O)NCC4COc5ccccc5O4)C3)ccc21 (centres undefined) | 4 | -18 | -1 | -2 | 8 | 8 | 0.2 | 5
4 | CN(C)N1C(N)=C(C#N)C(c2ccc(F)cc2)C2=C1CCCC2=O (centres undefined) | 9 | 4 | 16 | 2 | 17 | -8 | 0.8 | -2
5 | Cc1cc(C(=O)CSCCCn2c(=O)[nH]c3ccccc32)c(C)n1C | 0 | -7 | 6 | -14 | 5 | -4 | -1.4 | 5
6 | COc1ccc(S(=O)(=O)N(C)c2ccc(C(=O)N3CCCC3)cc2)cc1 | 1 | -2 | -5 | -3 | 14 | -2 | -0.7 | 17
7 | Cc1sc(NC(=O)c2cccs2)c(C(N)=O)c1C | 2 | 5 | 49 | 0 | -43 | 11 | -1.4 | -8
8 | Nc1ncnc(Nc2ccc(F)c(Cl)c2)n1 | 0 | -17 | 4 | 2 | 17 | -9 | -0.9 | -6

Continued, starting with the last three of the part before.
no. | Structure | GRIN3A LBD mod | SENP6 block | PfGluPho inh | ATG4B inh | SENP8 inh | SENP7 block | MPTP block | HKDC1 inhibitor
6 | COc1ccc(S(=O)(=O)N(C)c2ccc(C(=O)N3CCCC3)cc2)cc1 | 1 | -2 | -5 | -3 | 14 | -2 | -0.7 | 17
7 | Cc1sc(NC(=O)c2cccs2)c(C(N)=O)c1C | 2 | 5 | 49 | 0 | -43 | 11 | -1.4 | -8
8 | Nc1ncnc(Nc2ccc(F)c(Cl)c2)n1 | 0 | -17 | 4 | 2 | 17 | -9 | -0.9 | -6
9 | O=C(CSc1ncnc2c1oc1ccccc12)N1CCN(c2ccccc2)CC1 | 4 | 0 | 6 | -13 | 6 | 8 | 7.8 | 2
10 | CC(C)c1ccc(NC(=O)COc2ccc(F)cc2C(=O)c2cnn(-c3ccccc3)c2)cc1 | 7 | -1 | -17 | -8 | 3 | -10 | 20 | 5
11 | COc1cc2[nH]ccc(=O)c2cc1OC | -1 | -8 | -11 | -3 | 10 | 3 | -1.0 | -1
12 | CN1CCNC(=O)C1CC(=O)O (centres undefined) | -2 | 0 | 1 | -9 | 12 | 12 | 1.2 | -10
13 | Cc1cccc(Oc2nccc(C(F)(F)F)c2C(=O)Nc2ccc(F)cc2F)c1 | 1 | 12 | -2 | -8 | 14 | -1 | 0.5 | -4
14 | CN1CCN(Cc2cn[nH]c2-c2ccc(F)cc2F)[C@@H](c2ccccc2)C1 | -1 | -5 | -8 | 14 | -8 | 0 | -2.5 | -5
15 | CC(=O)C1=C(O)C(=O)N(Cc2cccnc2)C1c1ccccc1 (centres undefined) | -1 | -18 | -9 | -5 | -6 | -6 | -0.8 | -13
16 | CC1CCN(S(=O)(=O)c2ccc3c(ccn3CCC(=O)N3CCCCC3)c2)CC1 | 1 | 13 | -3 | 5 | 2 | -1 | -1.5 | -8

Carrying on:
no. | Structure | GRIN3A LBD mod | SENP6 block | PfGluPho inh | ATG4B inh | SENP8 inh | SENP7 block | MPTP block | HKDC1 inhibitor
17 | O=C(CS(=O)(=O)Cc1ccccc1)NCc1ccc2c(c1)OCO2 | 2 | -12 | -2 | -9 | 10 | 14 | -1.7 | -2
18 | COc1cc(C(=O)NCCNC(=O)c2cc(OC)c(C)c(OC)c2)cc(OC)c1C | 0 | 1 | 14 | -3 | 2 | 0 | -1.3 | 1
19 | Cc1ccc(C)c(NC(=O)C(=O)NCCCN2CCOCC2)c1 | 0 | -1 | -7 | -2 | 6 | 9 | 1.6 | -5
20 | COc1cccc2[nH]c3c(N4CCc5ccccc5C4)ncnc3c12 | -2 | -13 | -1 | -6 | . | 1 | . | 14
21 | Cc1ccccc1N(C(=O)c1ccco1)C(C(=O)NC1CCCC1)c1cccnc1 (centres undefined) | 0 | -13 | -2 | 2 | 6 | -5 | 1.1 | -6
22 | Cc1ccccc1-n1c(N)cc(=O)[nH]c1=S | 3 | -11 | -11 | -2 | 21 | -1 | 0.0 | -1
23 | CC1CCCCN1Cc1nc2ccccc2c(=O)[nH]1 (centres undefined) | 0 | 3 | 6 | 4 | 7 | -8 | 0.2 | 2
24 | Cc1cc(N)n(-c2cc(C)c3ccccc3n2)n1 | 0 | 79* | -2 | 0 | 9 | 81* | -0.8 | -5

Next entries:
no. | Structure | GRIN3A LBD mod | SENP6 block | PfGluPho inh | ATG4B inh | SENP8 inh | SENP7 block | MPTP block | HKDC1 inhibitor
25 | CCOC(=O)CSc1ncc(OC)c(Sc2ccc(Cl)cc2)n1 | 3 | 0 | 5 | 8 | 2 | -3 | 2.3 | -4
26 | COc1ccccc1C(=O)NNC(=O)C12CC3CC(CC(C3)C1)C2 | 0 | 7 | 3 | -2 | 10 | 13 | -0.9 | -9
27 | CC(c1ccccc1)N1CC(C(=O)N2CCCC(C(N)=O)C2)CC1=O (centres undefined) | -1 | -2 | 4 | 0 | 10 | 9 | -1.1 | -3
28 | O=C(OCC(=O)N1CCCCCC1)c1ccc([N+](=O)[O-])cc1Cl | 1 | -2 | -6 | -2 | 19 | 6 | -0.6 | -7
29 | CCCCCNC(=O)C1CC=CCC1C(=O)O (centres undefined) | 12* | -6 | 11 | -1 | 30 | -5 | -0.6 | -4
30 | CCSc1oc(-c2ccco2)nc1S(=O)(=O)c1ccccc1 | 0 | -9 | -6 | -5 | -10 | 4 | -0.7 | 12
31 | COc1cccc(NC(=O)N2CCCC2C(=O)NCc2ccco2)c1 (centres undefined) | -2 | 4 | -22 | 0 | 6 | -6 | -1.2 | -2
32 | CCC1(C)C(Nc2c(C)cccc2C)=NC(=S)N1c1ccc(NC(C)=O)cc1 (centres undefined) | -2 | -7 | 7 | -6 | 10 | -4 | -1.6 | -6

The list continues.
no. | Structure | GRIN3A LBD mod | SENP6 block | PfGluPho inh | ATG4B inh | SENP8 inh | SENP7 block | MPTP block | HKDC1 inhibitor
33 | Cc1ccc(-c2nc3ncccn3c2NC(=O)C2CC2)cc1 | 0 | -10 | -4 | 1 | -492 | -3 | -3.7 | -10
34 | CCOc1ccccc1C=NNC(=O)CCCCC(=O)NN=Cc1ccccc1OCC | -1 | . | 125* | -10 | 9 | . | -1.2 | -3
35 | COc1ccc(OC)c(N(CC(N)=O)S(=O)(=O)c2ccc(OC)c(OC)c2)c1 | 2 | -11 | -4 | -10 | 9 | 4 | -0.7 | -12
36 | C/C(=N\Nc1cc(C(F)(F)F)ccc1Cl)c1ccccc1O | -2 | -22 | 13 | 1 | 11 | -3 | 4.6 | -6
37 | Cc1ccc(NC(=O)CCS(=O)(=O)c2ccc(Br)s2)cc1 | -1 | 9 | 20 | 4 | 6 | 3 | 0.0 | -4
38 | O=[N+]([O-])c1ccc(N/N=C/c2cccc(O)c2)cc1 | 26* | 82* | 54 | -7 | -64 | 53* | 2.5 | -1
39 | CCC(C)c1nc2ccsc2c(N2CCOC2=O)c1-c1ccccc1 (centres undefined) | -2 | 6 | -13 | -10 | -92 | -1 | 0.6 | -4
40 | CN1C(=O)CSc2ccc(NC(=O)N3CCC(N4CCCCC4)CC3)cc21 | 2 | -2 | 19 | 9 | 7 | -2 | 0.8 | -8

New compounds follow.
no. | Structure | GRIN3A LBD mod | SENP6 block | PfGluPho inh | ATG4B inh | SENP8 inh | SENP7 block | MPTP block | HKDC1 inhibitor
41 | CC(c1nnc(SCC(=O)N2CCc3ccccc32)n1-c1ccc(Cl)cc1)N(C)C (centres undefined) | 0 | -12 | 13 | 5 | 22 | -2 | -3.5 | -5
42 | O=C(O)c1ccc2c(c1)C(=O)N(c1ccc(Nc3ccccc3)cc1)C2=O | 0 | 13 | -10 | -7 | 16 | -2 | 1.2 | 1
43 | CCCCOc1c(Cl)cc(CNC(C)(C)CO)cc1OCC | -15 | -28 | -15 | -2 | 9 | -2 | 2.1 | -3
44 | CCC(=O)Nc1nc2ccc(NC(=O)c3cc(OC)c(OC)c(OC)c3)cc2s1 | -4 | 7 | -1 | 0 | -4 | 0 | -2.4 | -3
45 | c1ccc2c(c1)oc1c(NCC3CCCO3)ncnc12 (centres undefined) | -2 | -1 | -11 | -3 | 8 | -3 | 5.1 | -7
46 | CCOC(=O)C(C)Sc1nc(=O)n2cccc(C)c2n1 (centres undefined) | 0 | 11 | 2 | -6 | -128 | -2 | 1.2 | 1
47 | CCS(=O)(=O)N1Cc2ccccc2CC1C(=O)N(C)CC(=O)Nc1ccc(F)c(F)c1F (centres undefined) | 2 | -9 | 7 | -10 | 10 | 1 | 0.6 | -7
48 | O=P(c1ccccc1)(c1ccccc1)c1nc(-c2ccccc2)oc1N1CCOCC1 | -1 | -20 | -2 | -3 | -205 | -6 | 2.0 | -2

A draw from above in order of count of non-hydrogen atoms, low to high.
no. | Structure | GRIN3A LBD mod | SENP6 block | PfGluPho inh | ATG4B inh | SENP8 inh | SENP7 block | MPTP block | HKDC1 inhibitor
43 | CCCCOc1c(Cl)cc(CNC(C)(C)CO)cc1OCC | -15 | -28 | -15 | -2 | 9 | -2 | 2.1 | -3
44 | CCC(=O)Nc1nc2ccc(NC(=O)c3cc(OC)c(OC)c(OC)c3)cc2s1 | -4 | 7 | -1 | 0 | -4 | 0 | -2.4 | -3
41 | CC(c1nnc(SCC(=O)N2CCc3ccccc32)n1-c1ccc(Cl)cc1)N(C)C (centres undefined) | 0 | -12 | 13 | 5 | 22 | -2 | -3.5 | -5
48 | O=P(c1ccccc1)(c1ccccc1)c1nc(-c2ccccc2)oc1N1CCOCC1 | -1 | -20 | -2 | -3 | -205 | -6 | 2.0 | -2

The list goes on.
no. | Structure | GRIN3A LBD mod | SENP6 block | PfGluPho inh | ATG4B inh | SENP8 inh | SENP7 block | MPTP block | HKDC1 inhibitor
49 | CC(C)NS(=O)(=O)c1ccc(CCC(=O)Nc2cc(Cl)ccc2Oc2ccccc2)cc1 | -2 | 3 | 7 | -8 | 23 | 10 | 11 | 0
50 | CC(=O)Nc1cc(ON=C(C)C)cc([N+](=O)[O-])c1 | 0 | -6 | -8 | -5 | 16 | 2 | -0.8 | -1
51 | O=C(CSc1nc2sccc2c(=O)[nH]1)N1CCN(c2ccccc2)CC1 | 0 | 0 | 11 | -5 | -2 | 0 | 0.6 | 4
52 | CCOC(=O)c1nnn2c1nc(Nc1cccc(C(F)(F)F)c1)c1ccccc12 | 8 | -11 | -21 | 7 | i | -1 | 40 | 2
53 | CCNC(=S)N1CCC(C(=O)c2ccc(Cl)cc2)CC1 | 1 | 7 | -18 | 3 | 29 | -2 | -1.9 | -2
54 | CCNC(=S)N/N=C/c1cccs1 | 0 | 2 | -3 | -9 | 15 | 5 | 0.1 | -4
55 | COc1ccc(-c2nnn(CC(=O)N(CCN3CCOCC3)C(C(=O)NC3CCCCC3)c3ccco3)n2)cc1 (centres undefined) | -1 | -12 | -11 | -4 | 6 | -1 | 0.2 | -8
56 | O=[N+]([O-])c1cc([N+](=O)[O-])c(N2CCOCC2)cc1NCc1ccccc1 | -6 | -5 | -11 | -9 | 25 | 7 | 0.9 | 4

Continued.
no. | Structure | GRIN3A LBD mod | SENP6 block | PfGluPho inh | ATG4B inh | SENP8 inh | SENP7 block | MPTP block | HKDC1 inhibitor
57 | O=C(CN(C(=O)CNC(=O)c1ccco1)c1ccccc1F)NC1CCCCC1 | 0 | 5 | -3 | 2 | 26 | -4 | 0.3 | 0
58 | O=C(Cc1ccc(Cl)cc1)NC1CCS(=O)(=O)C1 (centres undefined) | 4 | 1 | -1 | 2 | 8 | -8 | -0.7 | 3
59 | CCn1cc(C(=O)NC(=S)Nc2sc3c(c2C(=O)OC)CCCCCC3)cn1 | -3 | 4 | -23 | 11 | 21 | 4 | 0.7 | -1
60 | Cc1ccccc1NC(=O)CCCCC(=O)Nc1ccccc1C | 0 | -11 | 0 | -6 | 17 | 0 | 0.1 | -4
